Compound activity: PubChem BioAssay, several laboratories
CAL PDZ FP-1 = human CAL PDZ-peptide interaction inhibition; AID 504414; 0.02% of 330,000 active; purified CAL PDZ, TMR-peptide fluorescence polarization, 1 h; inhibition, % at 20 µM; Q9HD26;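 active means highest replicate inhibition of at least 40%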;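 further: plate controls were DMSO neutral control wells for no effect and unlabeled competitor peptide control wells for full effect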
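Test system: tagged CAL PDZ domain / Buffer or medium: sodium phosphate/NaCl buffer pH 7.4 with TCEP, IgG, Thesit / Reagent: TMR-labelled reporter peptide T*-PRC34 bound in PDZ groove / Compound dosing: single point, 20 µM / Schedule: 1 h incubation at room temperature before polarization reading / Technique: fluorescence polarization (mP) / Benchmarks: unlabelled peptide, DMSO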
CDK5 inh = blocks human CDK5/p35 kinase activity; 0.01% of 330,000 active; inhibition, % at 10 µM; Recombinant CDK5/p35, ADP-Glo luminescence, 60 min; Q00535+Q15078;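 active means highest replicate inhibition of at least 50% and at least 75% of replicates reaching 50%; inconclusive means only one of the two criteria met; inactive means both criteria failed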;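 further: plate controls were DMSO neutral control for no effect and GW8510 at 10 µM for full effect; many of its hits are not listed in these tables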
Target sequence (Q00535 whole entry, looked up): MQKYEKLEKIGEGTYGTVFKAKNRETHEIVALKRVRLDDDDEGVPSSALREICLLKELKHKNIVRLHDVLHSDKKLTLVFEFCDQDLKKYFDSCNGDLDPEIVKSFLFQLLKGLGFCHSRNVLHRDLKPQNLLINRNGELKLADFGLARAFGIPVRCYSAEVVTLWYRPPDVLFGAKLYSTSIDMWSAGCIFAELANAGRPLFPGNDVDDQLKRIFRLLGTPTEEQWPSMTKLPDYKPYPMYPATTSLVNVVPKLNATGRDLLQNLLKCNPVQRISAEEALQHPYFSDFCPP
Target sequence (Q15078 whole entry, looked up): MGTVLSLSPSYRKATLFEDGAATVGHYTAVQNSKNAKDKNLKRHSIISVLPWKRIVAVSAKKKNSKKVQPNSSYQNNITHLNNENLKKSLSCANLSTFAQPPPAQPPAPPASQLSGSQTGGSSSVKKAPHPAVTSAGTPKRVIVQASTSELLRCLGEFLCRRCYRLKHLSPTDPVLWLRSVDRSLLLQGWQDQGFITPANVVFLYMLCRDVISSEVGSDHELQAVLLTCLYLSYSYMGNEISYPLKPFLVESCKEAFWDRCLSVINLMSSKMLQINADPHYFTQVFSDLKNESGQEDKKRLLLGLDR
Tat export inh = blocks Tat-dependent protein export in E. coli; E. coli MC4100 TorA-mCherry Tat export, fluorescence; inhibition, % at 10 µM; 0.036% of 340,000 active; AID 488895;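 active means mean replicate inhibition at least 50% and at least half of replicates individually reaching 50%; inconclusive means only one of the two criteria met; inactive means neither criterion met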;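 further: exported cargo escapes ClpAP degradation while cytoplasmic cargo is degraded and loses fluorescence; 0% = median of neutral control wells and 100% = median of NaSCN control wells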
RTF Ca sens act = cardiac RTF calcium sensitization. P19429+P45379. IANBD-labeled TnC RTF fluorescence at EC20 calcium; 0% EC20 calcium, 100% full calcium. activation, % at 7.2 µM. 0.24% of 340,000 active;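 active means activation above the mean over all tested compounds plus 3 SD, cut at about 30% in these data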;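 further: rise in fluorescence read as greater calcium sensitivity of cardiac thin filaments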
dFosB act = activators of mouse delta FosB homodimer | P13346 | purified delta FosB, TAMRA-CDK5 oligo fluorescence polarization; percent of positive-control signal above neutral wells | activation, % at 25 µM | 0.99% of 340,000 active;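 active means mean activation above about 17%, with every replicate also reaching it, limit read from the data, passing the limit was not always enough; inconclusive means only one of the two conditions met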;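 further: fluorescence polarization rise as delta FosB binds a TAMRA Cdk5 AP-1 oligo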
Wnt act = activates Wnt/beta-catenin signaling in a reporter cell assay; AID 743398; 1.2% of 300,000 active; activator, plate reader; activation, % at 9.35 µM; in the data active means activation above about 30%, passing the limit was not always enough; inconclusive means no clear call, values can overlap the other calls;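 further: 0% = neutral control wells and 100% = positive control wells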
V-ATPase pHluor = yeast V-ATPase proton transport regulation by pHLuorin; S. cerevisiae, pHLuorin cytosolic pH fluorescence; response, % at 10 µM; 0.37% of 350,000 active; AID 504577; in the data active means response mostly above about 7.3%, no sharp cut-off; inactive means mostly below about 5.4%; further: actives read high; inactives centre near 0; some compounds called inactive have numbers as strong as hits
CAL PDZ FP-2 = CAL PDZ (human) peptide binding inhibition. Q9HD26. purified CAL PDZ, TMR-peptide fluorescence polarization, 1 h. inhibition, % at 24.9 µM. 0.92% of 300,000 active. AID 602252;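 active means mean inhibition of at least 30% with at least half of replicates also reaching 30%; inconclusive means no clear call, values can overlap the other calls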;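 further: 0% = DMSO neutral control and 100% = excess unlabeled competitor peptide PRC23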
MITF TRPM1 HTS = increases MITF-driven TRPM1 promoter luciferase signal; SK-MEL-5 TRPM1-promoter luciferase, 24 h; % of positive control, neutral wells = 0; activation, % at 12.5 µM; 0.75% of 300,000 active; AID 588334;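 active means mean activation of at least 80% with every replicate also reaching 80%; inconclusive means mean reaches 80% but some replicate falls short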;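 further: 0% = neutral control wells and 100% = parthenolide positive control wells; values of inactives mirror those of a sister screen read the other way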
Rtt109 HAT inh = C. albicans Rtt109 histone acetyltransferase inhibition; 0.16% of 330,000 active; purified Rtt109/Vps75, ThioGlo CoA-SH fluorescence, 4 h; inhibition, % at 34.9 µM;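 active means inhibition of at least 50% in every replicate; inconclusive means best replicate reaches 50% inhibition but some replicates fall short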
Target sequence (Q5AAJ8 whole entry, looked up): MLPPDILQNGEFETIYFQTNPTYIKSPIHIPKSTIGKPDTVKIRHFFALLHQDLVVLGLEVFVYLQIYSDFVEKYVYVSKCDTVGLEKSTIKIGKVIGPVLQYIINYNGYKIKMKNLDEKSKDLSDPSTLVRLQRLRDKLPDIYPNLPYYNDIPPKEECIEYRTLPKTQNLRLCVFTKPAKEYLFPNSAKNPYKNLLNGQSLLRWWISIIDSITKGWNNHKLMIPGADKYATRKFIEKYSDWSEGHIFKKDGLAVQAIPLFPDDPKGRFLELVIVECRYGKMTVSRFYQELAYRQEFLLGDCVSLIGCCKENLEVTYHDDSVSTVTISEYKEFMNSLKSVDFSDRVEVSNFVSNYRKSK
* = called active by the depositor; ? = inconclusive; . = no result given.

Order of values – dFosB act, V-ATPase pHluor, CAL PDZ FP-1, Wnt act, MITF TRPM1 HTS, RTF Ca sens act, Tat export inh, CAL PDZ FP-2, CDK5 inh, Rtt109 HAT inh
O=C(C1=C[C@H](c2ccc(C(F)(F)F)cc2)C[C@H](OCc2ccc(CO)cc2)O1)N1CCCCCCC1
  10, 0, -1.0, ., 16, 2, 17, -1, -0.9, 14
COc1ccc(/C=N/NC(=O)C(N)=O)c(OC)c1OC
  -4, -2, -2.6, -1, -1, 5, -1, -4, 0.3, 6
CCOC(=O)N1CCN(CC(O)COCc2ccccc2)CC1 (stereo unspecified)
  -1, -4, -3.6, -2, -1, 2, -10, -4, -0.9, -3
Cc1ccc(-c2c[n+](Cc3ccc(Cl)c(Cl)c3)c3n2CCC3)cc1
  6, -4, -1.5, -2, -71, 4, 7, -4, 0.6, 7
CC(C)(C)c1cc(NC(=O)c2cccc([N+](=O)[O-])c2)no1
  -3, 3, -1.5, ., ?, -4, -9, -2, 0.2, -1
COc1ccc(CCNC(=O)CCc2ccc(S(=O)(=O)NC(C)C)cc2)cc1OC
  0, 3, -0.6, -4, -8, -4, 8, -2, -3.1, -5
COCCn1c(N)c(N(Cc2ccccc2)C(=O)c2ccc(-c3ccc(Cl)cc3)o2)c(=O)[nH]c1=O
  23*, 1, -1.0, -2, 18, -9, -5, 2, -0.2, 20
O=C(CCc1ccccc1)NC1C2CC3CC(C2)CC1C3 (stereo unspecified)
  -10, -1, -2.5, -2, 10, -7, 12, -1, -4.5, 2
O=C(COc1ccc(Cl)cc1Cl)N/N=C/c1ccc(OC2OC(CO)C(O)C(O)C2O)cc1 (stereo unspecified)
  -7, 0, -3.4, -1, 3, 7, 1, -1, 1.0, 2
COc1ccccc1CNc1cncnc1
  1, -1, -0.5, 0, ., -3, -5, -3, 0.5, 5
COc1ccc(/C=C/c2ccncc2)cc1OC
  -4, -1, -1.9, 0, 23, 0, -6, -2, 1.6, -5
Cc1ccc(N(Cc2ccc(C(=O)NCCSc3ccccn3)cc2)S(C)(=O)=O)cc1C
  3, 1, -1.6, -3, 5, 7, 1, -5, 0.1, -3
Cc1cnc(NC(=O)c2ccccn2)s1
  -10, -3, -2.0, 42*, -6, 2, -10, 54*, 1.7, -12
CCc1ccccc1NC(=O)CCc1c(C)nc(SC)nc1C
  -8, 0, -2.7, -2, 7, 0, 0, 6, 1.5, 11
CCN(C(=O)CN1CCCCC1)c1c(N)n(Cc2ccccc2)c(=O)[nH]c1=O
  4, -1, -0.9, -1, 2, -9, -3, ., 1.2, 1
COc1ccc(C(=O)c2c[nH]c(C(=O)NCc3cccnc3)c2)cc1
  0, 1, -1.0, 3, -5, -3, 4, -2, -1.8, -15
Cc1nnc(SCc2ccc([N+](=O)[O-])cc2)o1
  -14, 0, 0.0, 0, -6, -5, 3, -3, -2.1, 5
CCCCN1C(=O)Nc2ccccc2S1=O (stereo unspecified)
  -5, -2, -1.5, 0, 0, -5, 6, -4, 1.0, -5
CN(C)CCCO/N=C(\c1ccccc1)c1ccncc1
  1, 0, 0.5, ., 8, 2, -9, 9, -1.6, -3
CN(C)CCCN(C(=O)CCc1ccccc1)c1nc2ccc(F)cc2s1
  -19, 1, -1.6, ., 1, 1, 1, -5, 0.7, 10
Cc1nnc(N2CCc3ccccc3C2)[nH]c1=O
  2, -5, -1.0, -1, ., -2, 15, 2, -7.3, 4
Cc1ccc(C)c(C(=O)Nc2cc(C)nn2-c2nc(C)cc(C)n2)c1
  -11, 0, -0.2, 1, 0, 1, -2, -4, -1.2, 27
Cc1ccc(S(=O)(=O)N(CCO)c2cc3c(s2)CCCC3)cc1
  -3, 3, 0.5, -3, 2, -1, -7, -3, -3.6, -2
O=S(=O)(NCc1ccccc1)c1ccccc1Br
  6, 2, -1.1, 1, 2, -9, -8, -3, 2.7, -5
Cc1cc(Br)ccc1NC(=O)CN(C)C(=O)CNC(=O)Cc1ccccc1
  -7, -4, -1.1, -1, 4, -4, -1, 4, -2.7, 2
CCNC(=O)NC(=O)C(C)Sc1nc2cc(C(=O)OC)ccc2c(=O)n1-c1ccccc1 (stereo unspecified)
  -7, 1, -1.5, ., 12, 1, 10, -3, 2.3, 17
CC(C)Cc1nnc(NS(=O)(=O)Cc2ccccc2)s1
  -4, -2, 0.1, 3, 2, -7, 3, -2, -3.0, 5
CNC(=O)c1nn(-c2ccccc2)ccc1=O
  -1, 0, -0.3, -3, 2, 2, -1, -3, 0.3, -3
COc1ccc(CN2C(=O)c3cccnc3C2Nc2ccc(OC)c(Cl)c2)cc1 (stereo unspecified)
  -11, -1, -2.5, -2, 20, 2, -1, ., -0.8, 0
Cc1sc2ncnc(N3CCC(C(=O)N(C)CC(=O)Nc4ccccc4Br)CC3)c2c1C
  1, -2, -3.7, -3, 8, -2, -2, -3, 1.0, 5
N#Cc1cc(C(=O)c2ccccc2OCC(=O)Nc2ccccc2)cn(C2CCCCC2)c1=O
  0, 2, -2.7, -2, -4, -4, -3, 1, -1.6, 9
COC(=O)c1ccc(OCC(O)CN(CCO)CC(O)Cn2ccc3ccccc32)cc1 (stereo unspecified)
  -6, 0, -3.5, -7, 3, -1, -4, 0, -3.0, -1
O=C(CSc1ccccc1C(=O)O)Nc1ccc2c(c1)OCO2
  -2, -3, -1.0, -2, -2, -2, 7, 1, 2.1, 10
CCOP(C)(=O)C1(C(=O)OCc2ccccc2)CC1 (stereo unspecified)
  -2, -1, -1.7, 1, -10, -3, 2, 3, -0.4, 28
CCO[C@@H]1OC(C(=O)N2CCOCC2)=C[C@H](c2ccccc2)[C@H]1CCCO
  0, 3, 0.2, 0, -2, 2, -2, 0, 1.9, -10
CC1CCN(S(=O)(=O)c2ccc3nc(-c4ccccn4)cc(C(=O)NCCN(C)Cc4ccccc4)c3c2)CC1
  -9, -3, 0.4, -1, -23, -1, 0, ., 0.3, 10
O=C(CN1CC(=O)Oc2ccccc21)NCc1ccco1
  -2, 8, -1.2, -6, -13, 4, -6, -3, 1.4, 2
CCN(CC(=O)NCc1cccs1)C(=O)c1cccc(S(=O)(=O)Nc2ccc(F)cc2)c1
  -12, 1, 0.5, 1, ., 0, 6, -2, 1.7, 1
CCOC(=O)C1(Cc2cccc(OC)c2)CCCN(C(=O)c2cc(C)[nH]n2)C1 (stereo unspecified)
  -4, 0, ., 11, 52, 6, 3, 3, -1.3, 2
CCN(CC(=O)NCc1ccc(F)cc1)C(=O)c1ccc(C(=O)c2ccccc2)cc1
  -6, -2, -3.6, 1, -2, -4, 4, -2, -3.4, 1

The closing two compounds of the part before are carried over, then new ones follow.
Order of values – dFosB act, V-ATPase pHluor, CAL PDZ FP-1, Wnt act, MITF TRPM1 HTS, RTF Ca sens act, Tat export inh, CAL PDZ FP-2, CDK5 inh, Rtt109 HAT inh
CCOC(=O)C1(Cc2cccc(OC)c2)CCCN(C(=O)c2cc(C)[nH]n2)C1 (stereo unspecified)
  -4, 0, ., 11, 52, 6, 3, 3, -1.3, 2
CCN(CC(=O)NCc1ccc(F)cc1)C(=O)c1ccc(C(=O)c2ccccc2)cc1
  -6, -2, -3.6, 1, -2, -4, 4, -2, -3.4, 1
COc1cc(C(=S)N2CCOCC2)ccc1OS(=O)(=O)c1ccc(Cl)cc1
  -15, 1, -0.5, -1, 11, 4, 1, -6, 0.1, 0
O=C(Nc1ccc(S(=O)(=O)N2CCCCC2)cc1)c1ccccc1F
  -12, 4, -2.0, -3, -12, -4, 7, ., 0.0, 0
CC(=O)N/N=C(\C)c1ccc2c(c1)OCCO2
  -2, 4, -1.2, 0, -4, 9, -5, -4, 1.9, 3
CCOC(=O)COc1ccc2c(c1)c(C(C)=O)c(C)n2-c1ccccc1
  -3, -7, -0.5, -1, ., -6, -6, -2, 0.2, 0
O=C(CCC1CCCN(c2ncccn2)C1)N1CCN(c2ccccn2)CC1 (stereo unspecified)
  -2, 1, -2.4, 0, 1, -5, -4, 1, 1.7, 28
CC(=O)N(Cc1ccc(F)cc1)C1=C(NCc2ccccc2)C(=O)c2ccccc2C1=O
  -13, 1, -0.9, ., -97, -7, 2, 3, -2.6, 2
CC(C)=CCCC(C)CN1CCC(N2CCC(C(=O)NC(C)C)CC2)CC1 (stereo unspecified)
  -4, -2, -0.9, -2, -10, -2, 0, 3, 0.4, 16
COc1ccccc1NC(=O)Cn1ncc2c1-c1ccccc1OC2
  -7, 3, -1.4, -4, 3, 5, 5, -1, 1.3, -1
Brc1ccc(-c2csc(-c3c[nH]c4ccccc34)n2)cc1
  4, -3, -1.2, -2, 20, -4, 6, 3, 0.1, -7
CC1(C)CC(=O)CC(=Nc2ccc3[nH]c(=O)[nH]c3c2)C1
  -6, -1, 0.2, ., 0, -2, -9, -18, -0.6, 3
O=C(CCN1C(=O)/C(=C/c2cccs2)SC1=S)Nc1cccc(O)c1
  2, -2, -1.4, -4, 12, -6, 2, 3, 6.9, 6
Cc1ccc(NC(=O)COC(=O)/C=C/c2ccco2)cc1S(=O)(=O)N(C)C
  -13, -3, -0.9, ., -21, -5, -1, 0, 0.7, -7
COc1cccc(NC(=O)c2cc([N+](=O)[O-])ccc2N2CCN(C)CC2)c1
  1, -4, -2.1, -3, 1, 1, -3, -3, 0.6, 9
Cc1ccccc1N=C1SC(CC(=O)Nc2ccc3ccccc3c2)C(=O)N1Cc1ccccn1 (stereo unspecified)
  2, 0, -0.5, -5, -4, -4, 2, -3, 0.4, 1
CCN1CCN(C(=O)c2ccc(CS(=O)(=O)Cc3ccccc3F)o2)CC1
  -3, -1, -0.6, -1, -2, -1, 2, -1, -0.9, 15
CCOC(=O)C(C)(C)C(=O)C(C)(C)C(O)c1ccccn1 (stereo unspecified)
  4, 1, -1.0, ., -1, -4, 3, ., 2.0, 8
